Rad51 HR inh: Rad51 (human) homologous recombination inhibition; Q06609; hRad51 DNA strand exchange, fluorescence dequenching; inhibition, % at 10 µM; actives 0.085% (n = 200,000); AID 1385;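 active = inhibition above 40% at the single screening dose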;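 also: 0% = DMSO control wells and 100% = blanks with heterologous ssDNA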
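Test system: preformed human Rad51 ssDNA filaments; also added: Donor/quencher-labelled 47-bp dsDNA substrate; doses: 10 µM final, single point; times: 37 °C 15-min filament assembly, 30-min compound preincubation, 15-min exchange; detection: FRET fluorescence dequenching, excitation 485 nm, emission 520 nm; read-out basis: Fluorescence-based percent inhibition, control- and blank-normalised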
EP2 antag: blocks the human prostaglandin E2 receptor EP2 | C6 glioma cells expressing human EP2, cAMP TR-FRET; cells stimulated with saturating PGE2 | inhibition, % at 25 µM | actives 0.52% (n = 260,000);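 active = percent inhibition above 40 after rounding to a whole number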;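 also: rat C6 glioma host cells with rolipram phosphodiesterase inhibitor present; the protocol text gives 20 µM as final concentration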
14-3-3 Bad PPI: disrupts binding of bovine 14-3-3 zeta to phospho-Bad peptide | TR-FRET 14-3-3zeta/Dy647-pBad peptide displacement, 1 h | actives 0.71% (n = 220,000) | inhibition, % at 21.7 µM;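 active = inhibition above about 70%, limit read from the data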;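 also: 0% = full 14-3-3 plus peptide FRET controls and 100% = background without 14-3-3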
Tb hexokinase: T. brucei hexokinase 1 inhibition | recombinant TbHK1, G6PDH-coupled NADH A340 | inhibition, % at 10 µM | actives 0.11% (n = 220,000);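 active = inhibition of 50% or more in the single-dose primary screen; inactive = inhibition below 50%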
eIF4E 4G PPI: blocks eIF4E binding to eIF4G; P63073+Q04637; TR-FRET eIF4E-eIF4GI(517-606) binding, 2 h; inhibition, % at 21.7 µM; actives 0.37% (n = 220,000);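 active = inhibition above about 30%, limit read from the data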;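 also: 0% = full FRET control wells and 100% = background wells lacking eIF4GI fragment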
L929 necroptosis: L929 zVAD cell death inhibition; L929 zVAD necroptosis rescue, ATP luminescence, 24 h; with zVAD 60 µM; viability rescue, % at 10 µM; actives 0.38% (n = 220,000);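 active = activation, scaled between plate controls, above about 75%, limit read from the data; inactive = activation under that limit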;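 also: 0% = zVAD with DMSO and 100% = DMSO alone without zVAD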
Hck Nef HTS: inhibitors of human Hck kinase activated by Nef; Recombinant Hck-YEEI plus Nef, Z-Lyte FRET kinase assay; actives 0.68% (n = 220,000); inhibition, % at 20 µM;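 active = Hck-Nef kinase inhibition above about 50%, limit read from the data; inactive = inhibition below that limit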;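 also: 0% = DMSO with Hck plus Nef and 100% = Hck alone without Nef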
EP2 modulator: modulates human prostaglandin E2 receptor EP2 signaling; P43116; actives 0.83% (n = 260,000); EP2-expressing cells, cAMP HTRF FRET, PGE2 co-stimulation; AID 940; induction, % at 25 µM;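 active = compounds whose cAMP rise, as percent of the full-agonist control response, exceeds 60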;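 also: rat C6 glioma line stably carrying human EP2 under a CMV promoter; the protocol text gives 20 µM as final concentration; 100% = response of wells given 1 µM PGE2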
m-calpain inh: blocks pig calpain II enzyme activity. actives 0.37% (n = 220,000). purified calpain II, fluorogenic peptide substrate, 30 min. inhibition, % at 16 µM;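 active = inhibition above about 50%, limit read from the data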
Starred values were filed as active, the others as inactive; & = joins results of further samples. Some of the compounds tested (hit frequency here may not be typical).

How did CC(=O)[C@H]1CC[C@H]2[C@@H]3C[C@H](C)C4=CC(=O)CC[C@]4(C)[C@H]3[C@@H](O)C[C@]12C do in these assays?
Rad51 HR inh: -6.5; EP2 antag: 16.6; 14-3-3 Bad PPI: -4.5; Tb hexokinase: -6.3; eIF4E 4G PPI: -0.9; L929 necroptosis: 62.6; Hck Nef HTS: -0.5; EP2 modulator: 41.4; m-calpain inh: 10.6

Results for c1ccc2c(CC3=NCCN3)cccc2c1 ?
Rad51 HR inh: -6.9; EP2 antag: 12.9&15.8; 14-3-3 Bad PPI: -6.5; Tb hexokinase: 0.8; eIF4E 4G PPI: 1.1; L929 necroptosis: 0.4; Hck Nef HTS: -5.1; EP2 modulator: 3.0&-3.5; m-calpain inh: 23.3

How did C[C@H]1COc2c(N3CCN(C)CC3)c(F)cc3c(=O)c(C(=O)O)cn1c23 do in these assays?
Rad51 HR inh: -4.5; EP2 antag: 20.3&14.8; 14-3-3 Bad PPI: 7.5; eIF4E 4G PPI: -2.2; EP2 modulator: 19.5; m-calpain inh: -361.3

What do the screens show for `C[C@H](CCC(=O)O)[C@H]1CC[C@H]2[C@@H]3[C@@H](O)C[C@@H]4C[C@H](O)CC[C@]4(C)[C@H]3CC[C@]12C`?
Rad51 HR inh: 3.0; EP2 antag: 11.3; 14-3-3 Bad PPI: -7.0; Tb hexokinase: -6.4; eIF4E 4G PPI: 1.4; L929 necroptosis: 0.4; Hck Nef HTS: 22.9; EP2 modulator: 43.9; m-calpain inh: -24.9

Results for C[C@]12CC[C@H]3[C@@H](CCC4=CC(=O)CC[C@@]43C)[C@@H]1CC[C@@H]2C(=O)CO ?
Rad51 HR inh: -8.1; EP2 antag: 13.3; 14-3-3 Bad PPI: -3.3; Tb hexokinase: -1.6; eIF4E 4G PPI: 5.2; L929 necroptosis: 60.7; Hck Nef HTS: -1.0; EP2 modulator: -1.3; m-calpain inh: -9.5

How did Nc1cc(-c2ccncc2)c[nH]c1=O do in these assays?
Rad51 HR inh: -2.1; EP2 antag: 13.7&9.2; 14-3-3 Bad PPI: -4.0; Tb hexokinase: -14.4; eIF4E 4G PPI: 0.0; L929 necroptosis: 8.2; Hck Nef HTS: 1.1; EP2 modulator: 3.5&1.3; m-calpain inh: 24.3

Results for NS(=O)(=O)c1cc2c(cc1C(F)(F)F)NC(Cc1ccccc1)NS2(=O)=O (centres undefined) ?
Rad51 HR inh: 1.3; EP2 antag: 14.0&8.0; 14-3-3 Bad PPI: 3.3; Tb hexokinase: -7.3; eIF4E 4G PPI: -0.9; L929 necroptosis: 2.4; Hck Nef HTS: -1.0; EP2 modulator: 24.1&26.3; m-calpain inh: 23.8

How did O=C1NCC2(CCN(CCc3ccccc3)CC2)O1 do in these assays?
Rad51 HR inh: -4.5; EP2 antag: 12.5&17.5&12.8; 14-3-3 Bad PPI: 9.1; Tb hexokinase: 8.2; eIF4E 4G PPI: -16.1; L929 necroptosis: -0.6; Hck Nef HTS: 26.7; EP2 modulator: -1.6&2.2&4.9; m-calpain inh: -6.3

What do the screens show for `COc1cc2nc(N3CCN(C(=O)C4COc5ccccc5O4)CC3)nc(N)c2cc1OC` (centres undefined)?
Rad51 HR inh: -0.1; EP2 antag: 15.7&14.8; 14-3-3 Bad PPI: 30.2; Tb hexokinase: -17.6; eIF4E 4G PPI: 3.0; L929 necroptosis: 2.1; Hck Nef HTS: 0.4; EP2 modulator: -18.7&-28.3; m-calpain inh: -260.9

How did Cc1nnc(NS(=O)(=O)c2ccc(N)cc2)s1 do in these assays?
Rad51 HR inh: -2.9; EP2 antag: 10.6&8.9; 14-3-3 Bad PPI: -3.0; Tb hexokinase: 5.6; eIF4E 4G PPI: 1.5; L929 necroptosis: 3.6; Hck Nef HTS: 0.0; EP2 modulator: 40.9&-11.8; m-calpain inh: -2.9

What do the screens show for `CCCn1ncc(CN2CCCC(C(=O)c3cccc(OC(C)C)c3)C2)c1C` (centres undefined)?
EP2 antag: 9.8; 14-3-3 Bad PPI: 8.4; Tb hexokinase: -3.0; eIF4E 4G PPI: 1.4; L929 necroptosis: -0.2; Hck Nef HTS: 12.2; EP2 modulator: -13.7; m-calpain inh: -0.8

What do the screens show for `O=C1N(c2ccccc2)c2ccccc2C1(Cc1ccncc1)Cc1ccncc1`?
Rad51 HR inh: 4.6&-3.9; EP2 antag: 12.0&20.1&15.7; 14-3-3 Bad PPI: 40.6; eIF4E 4G PPI: 13.2; EP2 modulator: 8.8; m-calpain inh: -20.6

Results for Cc1cc2c(s1)Nc1ccccc1N=C2N1CCN(C)CC1 ?
Rad51 HR inh: 2.1; EP2 antag: 10.1&9.2; 14-3-3 Bad PPI: -2.0; eIF4E 4G PPI: 1.4; EP2 modulator: -7.0; m-calpain inh: 13.4

Results for COc1ccccc1OCC(O)COC(N)=O (centres undefined) ?
Rad51 HR inh: 1.8; EP2 antag: 11.8&11.2; 14-3-3 Bad PPI: 15.6; Tb hexokinase: -0.5; eIF4E 4G PPI: 0.5; L929 necroptosis: 2.5; Hck Nef HTS: -1.3; EP2 modulator: 17.2&19.0; m-calpain inh: -11.0

How did Cc1coc2c1C(=O)C(=O)c1c-2ccc2c1CCCC2(C)C do in these assays?
Rad51 HR inh: 5.3; EP2 antag: 14.9&19.1; 14-3-3 Bad PPI: -5.6; Tb hexokinase: 3.7; eIF4E 4G PPI: 2.9; L929 necroptosis: 3.6; Hck Nef HTS: 25.0; EP2 modulator: -12.7&-21.2; m-calpain inh: -31.2

Results for Cc1cc(C)nc(/N=C(\N)Nc2ccc(S(N)(=O)=O)cc2)n1 ?
Rad51 HR inh: -3.5; EP2 antag: 5.1; 14-3-3 Bad PPI: -3.9; Tb hexokinase: -2.3; eIF4E 4G PPI: -0.6; L929 necroptosis: 14.1; Hck Nef HTS: 18.6; EP2 modulator: -8.7; m-calpain inh: -23.8

How did CN(C)CCCN1c2ccccc2Sc2ccccc21 do in these assays?
Rad51 HR inh: -3.9; EP2 antag: 11.7&15.7&8.0; 14-3-3 Bad PPI: 7.2; Tb hexokinase: 0.5; eIF4E 4G PPI: 9.3; L929 necroptosis: -0.2; Hck Nef HTS: 3.3; EP2 modulator: -19.3&-27.1&-2.7; m-calpain inh: -8.9

What do the screens show for `CN1CCC(=C2c3ccccc3CCc3sccc32)CC1`?
Rad51 HR inh: -9.4; EP2 antag: 15.5&10.8; 14-3-3 Bad PPI: -4.6; eIF4E 4G PPI: 1.4; EP2 modulator: -1.9; m-calpain inh: 18.0

How did CC(C)Cc1ccc(C(C)C(=O)O)cc1 (centres undefined) do in these assays?
Rad51 HR inh: -6.1; EP2 antag: 14.5&12.1&12.5; 14-3-3 Bad PPI: -1.7; Tb hexokinase: 3.3; eIF4E 4G PPI: 1.4; L929 necroptosis: 6.1; Hck Nef HTS: -1.8; EP2 modulator: 36.9&21.6&26.4; m-calpain inh: 7.8

What do the screens show for `CC1=NN(c2ccccc2)C(=O)C1`?
Rad51 HR inh: -3.2; EP2 antag: 16.1&11.9; 14-3-3 Bad PPI: -3.6; Tb hexokinase: -2.4; eIF4E 4G PPI: -0.4; L929 necroptosis: 1.5; Hck Nef HTS: -2.2; EP2 modulator: 15.4&22.5; m-calpain inh: 9.7

What do the screens show for `CC(C)Cn1cnc2c1c(=O)n(C)c(=O)n2C`?
Rad51 HR inh: -3.5; EP2 antag: 8.1; 14-3-3 Bad PPI: -3.8; Tb hexokinase: -5.9; eIF4E 4G PPI: -0.3; L929 necroptosis: 1.5; Hck Nef HTS: 19.3; EP2 modulator: 22.6; m-calpain inh: -10.4

How did CCOc1ccc(S(=O)(=O)N2CCCCCC2)c2ccccc12 do in these assays?
EP2 antag: 7.3; 14-3-3 Bad PPI: -7.5; Tb hexokinase: 2.4; eIF4E 4G PPI: 3.8; L929 necroptosis: -0.2; Hck Nef HTS: 0.4; EP2 modulator: 35.5; m-calpain inh: -5.2

Results for COc1ccc(CN(CCN(C)C)c2ccccn2)cc1 ?
Rad51 HR inh: -3.7; EP2 antag: 17.4&9.6&10.4; 14-3-3 Bad PPI: 8.0; Tb hexokinase: -2.6; eIF4E 4G PPI: 8.5; L929 necroptosis: -1.6; Hck Nef HTS: 0.3; EP2 modulator: -3.4&10.0&8.4; m-calpain inh: 14.8

By substructure, the entries above containing a COOH group.
How did C[C@H]1COc2c(N3CCN(C)CC3)c(F)cc3c(=O)c(C(=O)O)cn1c23 do in these assays?
Rad51 HR inh: -4.5; EP2 antag: 20.3&14.8; 14-3-3 Bad PPI: 7.5; eIF4E 4G PPI: -2.2; EP2 modulator: 19.5; m-calpain inh: -361.3

What do the screens show for `C[C@H](CCC(=O)O)[C@H]1CC[C@H]2[C@@H]3[C@@H](O)C[C@@H]4C[C@H](O)CC[C@]4(C)[C@H]3CC[C@]12C`?
Rad51 HR inh: 3.0; EP2 antag: 11.3; 14-3-3 Bad PPI: -7.0; Tb hexokinase: -6.4; eIF4E 4G PPI: 1.4; L929 necroptosis: 0.4; Hck Nef HTS: 22.9; EP2 modulator: 43.9; m-calpain inh: -24.9

How did CC(C)Cc1ccc(C(C)C(=O)O)cc1 (centres undefined) do in these assays?
Rad51 HR inh: -6.1; EP2 antag: 14.5&12.1&12.5; 14-3-3 Bad PPI: -1.7; Tb hexokinase: 3.3; eIF4E 4G PPI: 1.4; L929 necroptosis: 6.1; Hck Nef HTS: -1.8; EP2 modulator: 36.9&21.6&26.4; m-calpain inh: 7.8

Source: PubChem
